HTRA1 inhibitor – HTRA1 (human) protease inhibition. recombinant HTRA1, FP-rhodamine activity-based probe, fluorescence polarization. inhibition, % at 5.96 µM. hit rate 0.5% among 340,000; in the data active = inhibition above about 36%;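 also: 0% = enzyme with DMSO and 100% = wells lacking enzyme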
UHRF1 binding – blocks human UHRF1 binding to methylated DNA; hit rate 0.75% among 370,000; inhibition, % at 4.4 µM; UHRF1 binding to methylated oligo, TR-FRET; in the data active = inhibition above about 21%;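 also: UHRF1 SRA domain binding a hemimethylated CpG hairpin DNA probe; 0% = median of test compound wells and 100% = reference inhibitor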
DDE Tn7 FP inh – DD(E)-Tn7 binding inhibition, primary FP screen | P02675 | AID 720508 | inhibition, % at 8.3 µM | FP displacement of FITC-Tn7 peptide from fibrin DD(E); 0% = median of compound wells per plate | hit rate 0.13% among 370,000;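 active = inhibition above the mean of compounds falling within the control limits plus 3 SD of them, cut at about 14% in these data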;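 also: 0% = plate median of compound wells and 100% = 10 µM Aha-Tn7 peptide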
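Test system – human fibrin DD(E) · Times – 10 min preincubation, 3 h with tracer, room temperature · Detection – fluorescence polarization of the labelled Tn7 tracer · Measure – percent inhibition normalized to high-control wells · Benchmarks – high control wells with 10 µM unlabelled Aha-Tn7 peptide (full inhibition) · Repeats – singlicate testing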
TDP2 inh – blocks human TDP2 phosphodiesterase activity. AID 720702. recombinant TDP2, T5PNP hydrolysis, p-nitrophenol absorbance 415 nm. hit rate 0.34% among 370,000. inhibition, % at 12.8 µM. O95551;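 active = inhibition above the mean of all tested compounds plus 3 SD, set per campaign, cut at about 25% in these data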;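 also: 0% = DMSO with enzyme and 100% = buffer with substrate but no TDP2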
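Read-out basis: percent inhibition. System: recombinant human TDP2. Buffer or medium: Mg2+-containing Tris-HCl buffer, pH 7.5. Repeats: single replicate. Timing: reaction 2 h, 37 °C. Benchmarks: high control without enzyme, low control DMSO plus TDP2. Probe or stimulus: 5 mM T5PNP. Doses: 12.8 µM only. Measured by: epi absorbance of p-nitrophenol freed from T5PNP by hydrolysis.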
PG9 Ab binder – small molecules binding HIV-1 gp120 antibody PG9; TR-FRET gp120-PG9 antibody binding; inhibition, % at 6.7 µM; hit rate 0.43% among 360,000; in the data active = inhibition above about 8.5%
SIAE inh – human SIAE inhibition, primary screen; Q9HAT2; SIAE FP-Rh probe binding, fluorescence polarization; inhibition, % at 9.66 µM; hit rate 0.69% among 370,000;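 active = inhibition above a cutoff: mean of compounds within the control limits plus 3 SD of those, cut at about 17% in these data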;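 also: 0% = plate median of compound wells and 100% = probe without SIAE protein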
LEDGF integ inh – blocks HIV-1 LEDGF/p75-dependent DNA integration. TR-FRET IN-LEDGF/p75 DNA integration, Eu/Cy5. inhibition, % at 3.7 µM. hit rate 0.64% among 370,000;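 active = inhibition above the screen-wide mean plus 3 SD, cut at about 13% in these data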;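 also: signal is the Cy5 over europium emission ratio at 671 and 618 nm; 0% = plate median of compound wells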
TCR-CD3 inh – blocks the human TCR-CD3 interaction. inhibition, % at 9.4 µM. hit rate 0.37% among 360,000. AID 651800. TAMRA-labeled TCR probe fluorescence, biochemical; in the data active = inhibition above about 19%;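 also: recombinant mutant TCR 2C K166C tagged with TAMRA read by polarization; 0% = receptor in buffer alone and 100% = receptor with positive control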
mABHD4 FP – inhibitors of mouse ABHD4; Q8VD66; purified mABHD4, FP-Rh probe fluorescence polarization; inhibition, % at 8.92 µM; hit rate 0.54% among 370,000;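 active = inhibition exceeding the mean over every tested compound plus 3 SD, cut at about 30% in these data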;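 also: 0% = plate median of compound wells and 100% = S159A mutant with DMSO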
Target sequence (Q8VD66 whole entry, looked up): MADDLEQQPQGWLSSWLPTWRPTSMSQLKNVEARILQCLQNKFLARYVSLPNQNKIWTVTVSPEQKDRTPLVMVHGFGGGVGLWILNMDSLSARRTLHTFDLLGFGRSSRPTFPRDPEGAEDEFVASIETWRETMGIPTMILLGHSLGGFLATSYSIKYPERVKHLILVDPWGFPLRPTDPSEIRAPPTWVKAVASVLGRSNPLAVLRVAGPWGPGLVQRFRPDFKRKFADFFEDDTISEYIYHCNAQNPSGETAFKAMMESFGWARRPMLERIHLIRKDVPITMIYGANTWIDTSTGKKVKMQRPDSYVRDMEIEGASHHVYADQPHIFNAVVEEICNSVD
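Doses – 8.92 µM, single dose · Material – wild-type mouse ABHD4 protein · Replication – single well per compound (singlicate) · Measure – percent inhibition of probe binding, normalized to plate controls · Schedule – 45 min compound pre-incubation plus 60 min probe step, 25 °C · Detection – fluorescence polarization with parallel and perpendicular emission, 525/598 nm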
PRMT1 FP inh – PRMT1 (human) inhibition, primary screen; Q99873; recombinant PRMT1, activity-based probe fluorescence polarization; inhibition, % at 2.79 µM; hit rate 1.3% among 370,000; AID 652257;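 active = inhibition above about 21% made by adding two undisclosed values, limit read from the data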
Target sequence (Q99873 whole entry, looked up): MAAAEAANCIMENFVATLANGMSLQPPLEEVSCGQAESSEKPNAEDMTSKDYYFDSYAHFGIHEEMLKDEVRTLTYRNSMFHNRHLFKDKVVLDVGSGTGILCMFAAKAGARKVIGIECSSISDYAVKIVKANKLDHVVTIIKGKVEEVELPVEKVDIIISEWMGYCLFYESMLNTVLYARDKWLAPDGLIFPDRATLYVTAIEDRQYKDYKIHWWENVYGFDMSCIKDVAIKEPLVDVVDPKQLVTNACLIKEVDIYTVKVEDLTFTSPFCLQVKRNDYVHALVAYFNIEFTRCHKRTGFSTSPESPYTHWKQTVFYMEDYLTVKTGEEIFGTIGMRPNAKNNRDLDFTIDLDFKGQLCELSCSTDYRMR
The depositor's hits bear a star; · = no result given. Random draw from the library; any-hit rate near 4.2%.

Under each structure: HTRA1 inhibitor, UHRF1 binding, DDE Tn7 FP inh, TDP2 inh, PG9 Ab binder, SIAE inh, LEDGF integ inh, TCR-CD3 inh, mABHD4 FP, PRMT1 FP inh
> O=C(NS(=O)(=O)c1ccc(Cl)s1)c1ccccc1
    2, 1, -2, 1, -1.1, 1, 3, -6, 10, 1
> COc1ccc([C@@H]2C[C@H]3CN(Cc4ccccc4OC)C(=O)[C@]34CCCN24)cc1C
    -6, 1, 5, 3, -1.7, -4, -1, 7, -5, 2
> COc1ccc(N2C(=O)CSC23CCC(C(C)(C)C)CC3)cc1 (centres undefined)
    -7, 0, 4, -5, -0.9, 2, -5, 6, 4, 1
> CCOc1ccccc1NC(=S)N1CCN(c2ccccc2)CC1
    -3, 2, 3, -14, -0.8, 0, -2, -11, 0, 3
> O=C(N[C@@H]1CC[C@@H](CCNS(=O)(=O)c2ccc(Cl)cc2)O[C@@H]1CO)c1cccnc1
    ·, 0, -10, 7, 0.0, 4, -3, -4, 4, 2
> CCOC(=O)C[n+]1c(C)ccc2c1CCC2
    1, 3, -3, -5, 1.4, -4, 0, -7, 5, 1
> CCOc1ccc2nc(-c3ccc(OC)c(OC)c3)cc(C(=O)O)c2c1
    0, -3, -2, 1, 1.8, -3, -2, 0, 6, 0
> Cc1nc(-c2noc(-c3ccccc3Cl)n2)c(C(F)(F)F)o1
    -2, -1, 4, 8, -1.2, 6, 2, 0, -2, -4
> C=CCCN(Cc1ccccc1)S(=O)(=O)c1ccccc1Br
    -20, -3, -2, -5, 1.7, 0, -1, -1, -18, 1
> CCn1c(=O)c(C(=O)NCCN2CCCCC2)c(O)c2ccccc21
    5, 2, 5, 13, 1.1, 5, -1, 6, 9, 2
> O=C(CN1C(=O)C2C3C=CC(C3)C2C1=O)Nc1ccc(S(=O)(=O)Nc2nccs2)cc1 (centres undefined)
    4, -1, -3, 6, -0.5, 0, -2, 4, 3, 0
> CCC1(c2ccccc2)NC(=O)N(CC(=O)NNC(=O)c2ccoc2C)C1=O (centres undefined)
    6, -1, 3, 3, 1.7, -1, 2, 4, -6, -2
> Cc1nc([N+](=O)[O-])c(Br)n1CC(=O)c1ccc(Cl)cc1
    -2, 5, 1, 5, 1.8, -5, -2, -7, -7, 7
> CCCCNC(=O)N(O)C1N(/N=C/c2ccc(N(C)C)cc2)C(=S)SC1(C)C (centres undefined)
    -1, -1, -6, 4, -3.7, 0, 3, 0, 1, -3
> O=C1C(Cl)=C(Nc2cccc(O)c2)C(=O)N1Cc1ccccc1
    -16, 0, -2, -4, -0.4, -4, 1, 7, -10, -1
> c1ccc(CN2CCC(Nc3ncnc4sccc34)CC2)cc1
    2, 2, -4, -3, -2.3, -5, -1, 5, 2, -6
> Cc1cc2nc(-c3ccccc3)c(Cc3cccc(F)c3)n2c(C)c1Br
    ·, 18, -4, -3, -1.9, 0, 2, 4, 0, -1
> CCOc1ccc(N(C)C(=O)CCc2nnc3ccc(N4CCOCC4)nn23)cc1
    4, -3, 2, 4, 1.4, 4, -2, 0, 1, -2
> Cc1cc(C)nc(SCNC(=O)c2ccccc2)n1
    4, 2, 5, -2, 1.7, 8, -3, -6, -6, 34*
> COc1ccccc1CNC(=O)c1csc(Cc2ccc(Cl)cc2)n1
    -39, -1, 2, -4, -0.4, 2, 0, 2, -16, -2
> O=C(NNc1ccc(F)cc1)c1c(F)cccc1Cl
    4, 8, -5, 6, 0.6, 5, 4, -6, 5, -2
> COc1ccc(NC(=O)c2ccc(-n3c(C)ccc3C)cc2)c(OC)c1
    -3, 0, 7, 30*, 0.9, 6, 3, -2, 1, 0
> c1ccc(-c2csc(NNC3=NCCCCC3)n2)cc1
    -5, 8, -7, 1, -4.8, 5, -1, 0, 19, 67*
> CCN(CC)c1ccc(C(NC(C)=O)NC(C)=O)cc1
    -4, -1, 1, 0, -0.4, -8, 2, 1, 2, -3
> CN(CC(=O)Nc1cccc(F)c1)C(=O)c1ccc2c(c1)OCCO2
    -1, 2, 1, 2, -1.0, 8, -2, -7, -2, 3
> CCN1CCN(S(=O)(=O)c2ccc(Cl)c(C(=O)N(C)Cc3ccco3)c2)CC1
    0, -1, -5, -5, -0.8, -2, 1, -2, 3, -8
> CCCc1ccccc1OCCNC(=O)c1cc(=O)n(C)c(=O)n1C
    1, 3, 6, -2, -3.8, 0, -1, -2, -1, 3
> O=C(Nc1cccc(Cl)c1)Nc1csc([N+](=O)[O-])c1
    ·, 0, 8, 15, -2.2, -36, -2, 8, -21, 3
> O=C(COc1ccc2c(-c3ccccc3)cc(=O)oc2c1)N[C@@H](Cc1c[nH]c2ccc(O)cc12)C(=O)O
    -7, 0, -13, 1, -1.4, 8, 0, -5, 0, 7
> Cc1ccnc(NC(=O)CCC(=O)N(CC(=O)NC(C)(C)C)c2ccc(F)c(Cl)c2)c1
    ·, -2, 2, 9, 0.9, 0, -2, 6, -5, -4

Another view of four compounds above.
mol: O=C(N[C@@H]1CC[C@@H](CCNS(=O)(=O)c2ccc(Cl)cc2)O[C@@H]1CO)c1cccnc1
  HTRA1 inhibitor: ·
  UHRF1 binding: 0
  DDE Tn7 FP inh: -10
  TDP2 inh: 7
  PG9 Ab binder: 0.0
  SIAE inh: 4
  LEDGF integ inh: -3
  TCR-CD3 inh: -4
  mABHD4 FP: 4
  PRMT1 FP inh: 2

mol: CCOC(=O)C[n+]1c(C)ccc2c1CCC2
  HTRA1 inhibitor: 1
  UHRF1 binding: 3
  DDE Tn7 FP inh: -3
  TDP2 inh: -5
  PG9 Ab binder: 1.4
  SIAE inh: -4
  LEDGF integ inh: 0
  TCR-CD3 inh: -7
  mABHD4 FP: 5
  PRMT1 FP inh: 1

mol: Cc1ccnc(NC(=O)CCC(=O)N(CC(=O)NC(C)(C)C)c2ccc(F)c(Cl)c2)c1
  HTRA1 inhibitor: ·
  UHRF1 binding: -2
  DDE Tn7 FP inh: 2
  TDP2 inh: 9
  PG9 Ab binder: 0.9
  SIAE inh: 0
  LEDGF integ inh: -2
  TCR-CD3 inh: 6
  mABHD4 FP: -5
  PRMT1 FP inh: -4

mol: CCOc1ccc2nc(-c3ccc(OC)c(OC)c3)cc(C(=O)O)c2c1
  HTRA1 inhibitor: 0
  UHRF1 binding: -3
  DDE Tn7 FP inh: -2
  TDP2 inh: 1
  PG9 Ab binder: 1.8
  SIAE inh: -3
  LEDGF integ inh: -2
  TCR-CD3 inh: 0
  mABHD4 FP: 6
  PRMT1 FP inh: 0

(cont.)
Under each structure: HTRA1 inhibitor, UHRF1 binding, DDE Tn7 FP inh, TDP2 inh, PG9 Ab binder, SIAE inh, LEDGF integ inh, TCR-CD3 inh, mABHD4 FP, PRMT1 FP inh
> Cc1ccc(-c2ccc(=O)n(Cc3ccc(F)cc3)n2)cc1
    -3, 0, 3, -1, -0.1, -3, -2, 6, -11, -2
> CCCSc1nc(C)c(-c2csc(C(C#N)=C3CCCC3)n2)cc1C#N
    -5, 17, -3, -4, 0.5, -7, 2, -3, 10, 5
> COc1ccc(-c2sc3ccccc3c2-c2ccc(OC)cc2F)cc1
    ·, 1, 8, -5, 1.6, -5, -1, 6, 3, 3
> CC(C)(C)c1ccc(C(O)CCCN2CCC(C(O)(c3ccccc3)c3ccccc3)CC2)cc1 (centres undefined)
    -10, -1, -1, -11, -1.7, 2, 1, 9, 1, 0
> C=CCNC(=O)O/N=C/c1csc([N+](=O)[O-])c1
    ·, -1, 5, -6, -1.0, 0, 0, -1, 1, 1
> COc1ccc(NC2CCCN(Cc3cccc4cnccc34)C2)cc1 (centres undefined)
    12, 0, 7, -8, 1.1, 0, -6, -6, 7, 5
> O=C(COc1ccccc1)Nc1ccc(N2CCN(C(=O)c3ccco3)CC2)cc1
    -1, 2, -6, -6, -1.0, 5, 5, 2, -6, -2
> Cc1cc([N+](=O)[O-])nn1CC(=O)NCCCN1CCOCC1
    5, 4, 3, 2, -0.4, 3, 3, -1, -2, -4
> COc1ccc(NC(=O)c2cc3sccc3n2Cc2ccc(F)cc2)cc1OC
    -11, 4, -9, -8, 0.2, 7, 0, 0, -9, -2
> COc1ccc(-n2c(Cn3nnc4ccccc43)n[nH]c2=S)cc1
    -3, 2, -1, 8, -0.2, 3, 0, 4, -2, 0
> CN(CC(=O)NCc1ccccn1)S(=O)(=O)c1ccc2ccccc2c1
    11, 9, -3, -2, 0.2, 1, -1, 1, 5, 1
> COCCNc1nc2c(-c3cccc(C(F)(F)F)c3)nnn2c2ccccc12
    -5, 0, -8, -2, -2.2, -2, -1, 1, -2, -2
> COc1ccc(S(=O)(=O)N2CCN(c3nn(C)c(=O)n(C)c3=O)CC2)cc1
    7, 1, 2, 0, 0.7, 6, -5, 11, 4, -3
> CCC(C)(C)c1ccc(OCCN2C(=O)NC(C)(C)C2=O)cc1
    -6, -4, 6, 3, 0.3, 4, 1, 9, 6, -2
> O=C(COC(=O)COc1ccccc1)Nc1ccc(OC(F)(F)F)cc1
    2, -5, -2, 8, -0.5, 10, -3, 7, 7, 1
> Nc1[nH]c(C(=O)c2ccccc2)c(-c2cc(F)ccc2Br)c1C(=O)NCCc1c[nH]c2ccccc12
    ·, -5, 8, 3, -1.3, 4, 1, -2, -2, -1
> COc1ccc(C(=O)Nc2ccc(N3CCOCC3)cc2)cc1OC
    2, 0, -4, 13, -3.5, -3, 0, 3, 4, 1
> O=S(=O)(CCN1CCCC1)NCCNS(=O)(=O)c1ccc(F)cc1Br
    5, 0, -10, -7, -1.9, 0, -5, 0, 5, 0

Bioassay records (PubChem BioAssay)
